# Assay outcomes: PubChem BioAssay, National Center for Advancing Translational Sciences (NCATS)
# Shiga toxin inh: blocks Shiga toxin action in Vero cells | Vero cells, Shiga toxin protein synthesis inhibition reporter | inhibition, % at 38.7 µM | 290,000 compounds, 9.2% hits; in the data active means inhibition mostly above about 28%, no sharp cut-off; inactive means mostly below about 43%; further: 0% is about no effect
# CHX counter: counter-screen hit for Shiga toxin inhibitors, cycloheximide; cell reporter, cycloheximide protein synthesis inhibition counterscreen; max response, %; 300,000 compounds, 12% hits; in the data active means max response mostly above about 13%, no sharp cut-off; inactive means mostly below about 14%; further: read at 38.3 µM for the half of the compounds with a filed dose; 0% is about no effect
# Pf growth 96h: inhibits malaria parasite growth, 96 h | AID 504834 | Potency, µM (titrated, usually from 28.7 µM), for inactives: top-dose activity change, negative = inhibition, hits mostly inhibitors | P. falciparum luciferase reporter growth, 96 h | 320,000 compounds, 6.9% hits; further: potency means the concentration at half of the fitted maximal effect; on the % scale 0 is the no-effect control and ±100 the full control effect
#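 Cell-based qHTS: luciferase-tagged P. falciparum in erythrocytes (2% hematocrit, 0.05% parasitemia final) incubated with compounds for 96 hours, 37 C, 5% CO2; luciferase detection reagent then added and luminescence measured.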
# HCV inh: inhibitors of hepatitis C virus infection; Potency, µM (titrated, usually from 41.8 µM), for inactives: top-dose activity change, negative = inhibition, usual class: inhibitors; AID 651820; 340,000 compounds, 3.4% hits; Huh7.5.1 HCVcc-Cre infection, luciferase reporter, 44 h; further: potency means the concentration at half of the fitted maximal effect; on the % scale 0 is the no-effect control and ±100 the full control effect
#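 1,000 cells/well; 4 h culture; + compound; + HCVcc-Cre (~0.5 moi); 44 h; luciferase substrate, RT 15 min; read 15 sec.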
# LmPK inhibitor: LmPK (Leishmania mexicana) enzyme inhibition; purified LmPK, Kinase-Glo ATP luminescence, 1 h; Potency, µM (highest dose often 57.5 µM), without a hit: at the top dose activity change, negative = inhibition, actives largely listed as inhibitors; 290,000 compounds, 0.37% hits; AID 1721; further: potency means the concentration at half of the fitted maximal effect; on the % scale 0 is the no-effect control and ±100 the full control effect
# Target sequence (Q27686 whole entry, looked up): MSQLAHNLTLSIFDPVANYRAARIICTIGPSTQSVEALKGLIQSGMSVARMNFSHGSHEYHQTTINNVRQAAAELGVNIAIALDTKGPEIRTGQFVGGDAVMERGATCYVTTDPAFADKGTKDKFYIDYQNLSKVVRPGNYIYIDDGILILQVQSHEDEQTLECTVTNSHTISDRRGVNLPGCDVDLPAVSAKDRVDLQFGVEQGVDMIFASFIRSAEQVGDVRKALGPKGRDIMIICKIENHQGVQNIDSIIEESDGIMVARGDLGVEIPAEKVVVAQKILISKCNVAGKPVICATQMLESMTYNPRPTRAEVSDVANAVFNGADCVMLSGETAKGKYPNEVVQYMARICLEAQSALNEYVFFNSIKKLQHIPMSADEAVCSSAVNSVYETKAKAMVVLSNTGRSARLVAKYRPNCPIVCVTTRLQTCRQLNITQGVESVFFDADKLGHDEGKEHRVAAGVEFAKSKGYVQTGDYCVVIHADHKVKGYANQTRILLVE
#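 0.1 nM LmPK, 0.5 mM PEP, 0.1 mM ADP; 50 mM imidazole pH 7.2, 7 mM MgCl2, 50 mM KCl; 1 h RT. Kinase-Glo luminescence readout, normalized to no-enzyme (full inhibition) and uninhibited wells.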
# Tb PYK inh: blocks Trypanosoma brucei pyruvate kinase; TbPYK enzyme, Kinase-Glo Plus ATP luminescence, 45 min; Potency, µM (top dose mostly 76.8 µM), without a hit: top-dose activity, negative = inhibition, actives largely listed as inhibitors; 410,000 compounds, 0.12% hits; AID 624173; further: potency means the concentration at half of the fitted maximal effect; on the % scale 0 is the no-effect control and ±100 the full control effect; nearly all actives have a fitted effect of over 50% in size
#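 In this concentration-response screen, enzyme-free wells defined baseline while DMSO plates tracked drift. Each reaction combined TbPYK, substrate, compound and 130 uM ADP for 45 min at room temperature. Kinase-Glo Plus luminescence gave the signal.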
# Pf growth 48h: P. falciparum growth inhibition at 48 hours (one generation). P. falciparum luciferase growth in erythrocytes, 48 h. Potency, µM (titrated, usually from 28.7 µM), without a hit: at the highest dose activity change, negative = inhibition, most hits filed as inhibitors. 310,000 compounds, 5.9% hits. AID 504832; further: potency means the concentration at half of the fitted maximal effect; on the % scale 0 is the no-effect control and ±100 the full control effect
#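 Growth was read as firefly luciferase luminescence after a 48 h, 37 C, 5% CO2 exposure of compounds to reporter-bearing P. falciparum cultures (0.1% parasitemia, 2% hematocrit final) in Albumax-supplemented RPMI 1640.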
# Numbers without * were called inactive; ? = inconclusive; · = no result given; & = joins results of further samples; [ ] = dose if it differs, or a comment. Unless noted, the call rests on the fitted dose curve; in most records, active means well fitted curve in the direction sought with a large enough effect; inconclusive means small, poorly fitted or top-dose-only effect, or another doubt; inactive means no such curve, though single readings can be large; an effect the other way counts as inactive or inconclusive.
SMILES,Shiga toxin inh,CHX counter,Pf growth 96h,HCV inh,LmPK inhibitor,Tb PYK inh,Pf growth 48h
COc1ccc(C(=O)Nc2ccccc2N2CCCC2)cc1S(=O)(=O)N1CCOCC1,·,·,?,-16%,·,-8%,?
COc1ccc(CCNC(=O)CSc2nnnn2C)cc1OC,-3,1,72%[activator],22%,-2%,-2%,3%
CNC(=O)C1CN(C(=O)c2cccc(S(=O)(=O)N3c4ccccc4CC3C)c2)c2ccccc2O1 (configuration not stated),·,·,?,17%,·,0%,?
CC(C)[C@@H](C(=O)N1CCN(Cc2ccc3c(c2)OCO3)CC1)n1nnc2ccccc2c1=O,-1,0,13µM*,?,11%,4%,?
COC(=O)c1ccc(N/C=C/C(=O)c2ccc(OC)c(OC)c2)cc1,-9,8,-10%,?,3%,1%,6%
Cc1ccc(C)c(S(=O)(=O)N2CCN(C(=O)c3cc(-c4cccs4)nn3-c3ccccc3)CC2)c1,·,·,13µM*,?,·,-3%,7.4µM*
O=C(Nn1cnc2ccccc2c1=O)C1CCCCC1,-3,6,?,-3%,-2%,6%,16%
Cc1ccc(NC2CCCN(C(=O)CN3C(=O)CSC3=O)C2)cc1C (configuration not stated),-4,-2,9%,·,-7%,-11%,1%
Cc1ccc(NC(=O)c2cccs2)cc1NC(=O)c1ccc(F)cc1,·,5,10µM*,?,9%,1%,-7%
CC1CCC(C(C)C)C(OC(=O)COC(=O)c2ccc(N)cc2)C1 (configuration not stated),-3,-3,?,?,1%,-1%,-12%
CCN(CC)S(=O)(=O)c1cccc(C(=O)N/N=C/c2ccc(OC)c(O)c2)c1,-7,5,53%[activator],6%,1%,-15%,22%
Cc1ccc2nc(-c3ccc(NS(=O)(=O)c4ccc(F)c(F)c4)cc3)sc2c1,96*,64*,·,4%,-5%,-10%,311%[activator]
CCN(CC)S(=O)(=O)c1cccc(NC(=O)COC(=O)c2cc(=O)c3ccccc3o2)c1,12,-6,13%,4%,9%,-2%,-4%
O=C(ONC1=NCCCCC1)c1c(F)cccc1F,-3,18*,-50%,?,-4%,-12%,13µM*
Cc1ccc(C)c(C(=O)COC(=O)c2ccc(Br)o2)c1,-2,13,·,3%,3%,-9%,12%
COC(=O)Cc1cn(-c2ncc(C(F)(F)F)cc2Cl)c2ccccc12,-10,5,?,-12%,1%,?,·
NC1=NC[C@@H](Cc2ccc(O)cc2)N1CCc1cccc(F)c1,-11,-8,1.9µM*,21%,0%,1%,10µM*
Cc1noc(C)c1COC(=O)CCN1c2ccccc2Sc2ccccc21,-8,2,12µM*,-24%,9%,-24%,?
CC1CCc2nn(CC(=O)Nc3c(F)cc(F)cc3Br)cc2C1 (configuration not stated),-7,-4,?,-1%,10%,1%,·
O=C(Nc1ccc(F)cc1)Nc1cc(OCC(F)(F)F)cc(OCC(F)(F)F)c1,-6,7,?,?,7%,2%,?
CC(C)C(=O)N1CCN(c2ccccc2NC(=O)COc2ccccc2)CC1,-13,-2,26%,?,3%,-2%,?
COc1cc2c(cc1NC(=O)CC1SC(N3CCCC3)=NC1=O)oc1ccccc12 (configuration not stated),8,-1,1.2µM*,11µM*,2%,-1%,6.6µM*
Cc1ccc(N2C(=O)CC3(CC4C=CC3C4)C2=O)cc1 (configuration not stated),29,15,·,-8%,-3%,2%,1%
CCOC(=O)c1ccc(NS(=O)(=O)c2c(C)n(C)c(=O)n(C)c2=O)cc1,15,0,0%,2%,2%,5%,9%
CC(CCn1cccn1)NC(=O)CCc1nnc(C2CCCCC2)o1 (configuration not stated),-13,-3,14%,2%,2%,-2%,-10%

# (continued)
SMILES,Shiga toxin inh,CHX counter,Pf growth 96h,HCV inh,LmPK inhibitor,Tb PYK inh,Pf growth 48h
O=C(Cn1nnc(-c2cccs2)n1)Nc1ccccc1C(F)(F)F,-9,3,0.29µM*,12%,-6%,10%,-1%
COc1cc(/C=N/Nc2ccccc2C(F)(F)F)ccc1O,69*,33*,?,-22%,0%,-15%,19%
C=CCNC(=O)c1onc(CSc2ccc(F)c(F)c2)c1C(=O)O,11,1,20%,16%,7%,-6%,20%
COC(=O)c1ccc(CSc2nc3sc(C)c(C)c3c(=O)[nH]2)cc1,-13,-2,79%[activator],13%,-1%,1%,-2%
COc1ccc(N2Cc3ccccc3C2)cc1Cl,87*,22*,27%,?,-11%,-1%,?
CCCOc1ccc(/C=c2\sc3ncnn3c2=O)cc1,-14,-1,6%,14%,3%,5%,6%
CCCN1Cc2cccc(C(=O)NCCc3ccccc3)c2C1=O,8,9,-24%,-21%,-6%,2%,-16%
CC(C)CC[n+]1ccn(-c2nc3ccccc3nc2[N-]S(=O)(=O)c2ccc(Cl)cc2)c1,7,-1,?,-9%,0%,-1%,-22%
CCC(=O)Nc1cc(OC)c(NC(=O)c2ccccc2)cc1OC,-4,-1,21%,-25%,2%,-7%,-17%
O=[N+]([O-])c1ccc(O)c(-c2nc(-c3ccccc3)c(-c3cccs3)[nH]2)c1,0,-4,?,6.3µM*,-1%,5%,16%
CSCC[C@H](NC(=O)COc1ccc(Cl)cc1)C(=O)N1CCC2(CC1)NCCc1[nH]cnc12,1,2,25%,?,0%,3%,20%
NNC(=O)CCC(=O)Nc1ccccc1,9,-1,0%,18%,3%,5%,-4%
CCCCOc1ccccc1C1C(C(=O)OC)=C(C)N(C)C(C)=C1C(=O)OC,14,-1,24%,-24%,-1%,7%,13µM*
Cn1cc(C(=O)NC2CCCCC2)c(=O)c2cc(S(=O)(=O)N3CCOCC3)ccc21,-2,1,?,13%,16%,-1%,?
CCOC(=O)c1c(NC(=O)COC(=O)Cc2c[nH]c3ccccc23)sc(C(=O)N(C)C)c1C,·,·,?,14µM*,·,5%,?
CCN(CC)Cc1nc2c(c(=O)[nH]1)C1(CCCC1)Cc1ccccc1-2,26,-1,12µM*,?,5%,8%,?
CCCS(=O)(=O)c1csc(C(=O)OC)c1N,86,-2,-6%,5%,-4%,2%,27%
Cc1ccc(C)c(OCCC(=O)OCC(=O)Nc2ccc(Cl)cn2)c1,·,·,29%,6%,·,-1%,?
Cc1ccc(S(=O)(=O)NC(=O)c2cc(C)n(-c3ccc(N(C)C)cc3)c2C)cc1,51*,19*,3.7µM*,7%,7%,8%,?
O=C(NNS(=O)(=O)c1ccc(F)cc1)c1cc(Cl)ccc1O,-7,1,?,14%,8%,-3%,0%
CCn1c(COc2cccc(OC)c2)nnc1SCC(=O)NC1CCCC1,-9,36*,?,-6%,3%,0%,-27%
O=C(O)C1=C[C@H](c2coc3ccccc3c2=O)C[C@H](OCCCCO)O1,-9,-2,0%,?,0%,-8%,0%
COC(=O)Cn1c2nc3ccccc3nc2c2cccc(C)c21,-4,-1,?,6%,-2%,1%,?
COc1ccc(CCNC(=O)CCc2cn(C)c3ccccc23)c(OC)c1OC,-2,1,?,?,9%,3%,12µM*
O=C(Nc1nc2ccccc2[nH]1)C1CCC1,108*,42*,-18%,?,?,-5%,224%[activator]

# Quoted at random: 5 entries already listed.
SMILES,Shiga toxin inh,CHX counter,Pf growth 96h,HCV inh,LmPK inhibitor,Tb PYK inh,Pf growth 48h
COc1ccc(CCNC(=O)CSc2nnnn2C)cc1OC,-3,1,72%[activator],22%,-2%,-2%,3%
O=C(NNS(=O)(=O)c1ccc(F)cc1)c1cc(Cl)ccc1O,-7,1,?,14%,8%,-3%,0%
COC(=O)c1ccc(CSc2nc3sc(C)c(C)c3c(=O)[nH]2)cc1,-13,-2,79%[activator],13%,-1%,1%,-2%
NNC(=O)CCC(=O)Nc1ccccc1,9,-1,0%,18%,3%,5%,-4%
Cc1noc(C)c1COC(=O)CCN1c2ccccc2Sc2ccccc21,-8,2,12µM*,-24%,9%,-24%,?

# Additional entries.
SMILES,Shiga toxin inh,CHX counter,Pf growth 96h,HCV inh,LmPK inhibitor,Tb PYK inh,Pf growth 48h
COc1ccc(C(=O)N=C2SC3CS(=O)(=O)CC3N2Cc2ccc(OC)c(OC)c2)cc1 (configuration not stated),-7,-3,?,6%,7%,-1%,?
COc1cccc(/C=C2\SC(=S)N(CCCC(=O)Nc3cc(C)on3)C2=O)c1,-7,-4,81%[activator],6%,16%,-4%,-6%
CCOC(CNc1c([N+](=O)[O-])c(=O)n(C)c(=O)n1C)OCC,-8,-2,5%,15%,-1%,-6%,-1%
CCOC(=O)C1=C(c2ccccc2)NC(=S)NC1c1ccc(Cl)cc1 (configuration not stated),-13,1,12%,11µM*,13%,-4%,-22%
C=CCNc1nc(Nc2ccc([N+](=O)[O-])cc2)nc(OCC)n1,-1,0,?,31%[activator],-3%,7%,37%[activator]
CCOc1ccc(N2C(=O)C(c3ccccc3)=C(c3nc4ccccc4s3)C2NC(C)=O)cc1 (configuration not stated),15,2,?,-23%,-8%,2%,·
CCOC(=O)c1c(-c2ncc(C(F)(F)F)cc2Cl)noc1C,-12,1,29%,-1%,1%,-3%,2%
COc1ccc(NC(=O)NCc2cccnc2)cc1,-11,8,?,-2%,-4%,-24%,13%
CCCc1nc2c(nnn2Cc2ccccc2F)c(=O)[nH]1,-8,-2,·,18%,2%,22%,-5%
O=C(NCCN1CCN(C(=O)c2ccc(F)cc2)CC1)C(=O)NCc1ccccc1,-7,-6,31%[activator],9%,5%,-6%,2%
CCNC(=S)Nc1ccc(OCC)cc1,17,-1,60%[activator],5%,1%,-5%,1%
COc1cccc(-n2nnc3c(=O)n(Cc4ccc(C)cc4)cnc32)c1,-26,-1,5%,5%,3%,-1%,-21%
COc1cc2c(cc1OC)CN(C(=O)CN1CCN(S(=O)(=O)c3ccccc3)CC1)CC2,-5,-12,13µM*,7%,-1%,0%,?
CC1=Nc2cc([N+](=O)[O-])ccc2NC(C)(C)C1,115*,62*,39%[activator],?,-1%,-3%,?
CC(C)n1c(SC2C(=O)CC(C)(C)CC2=O)nc2c1c(=O)n(C)c(=O)n2C,14,1,?,4%,-3%,-24%,7%
COc1ccc(N(CC(=O)N2CCN(c3ccc(F)cc3)CC2)S(=O)(=O)c2c(C)noc2C)cc1,0,-1,1.9µM*,13%,-2%,-4%&7%,?
O=C(CSCc1ccc(Cl)cc1)N1CCN(Cc2ccc3c(c2)OCO3)CC1,1,10,19%,-11%,9%,1%,?
O=C(Cc1ccccn1)c1ccc(O)cc1O,-5,-6,39%[activator],7%,2%,1%,15%
CCn1nnc(-c2ccccc2NC(=O)c2cccc(-n3cnnn3)c2)n1,2,-1,·,?,5%,-3%,25%
CCOC(=O)CCNC(C(=O)OCC)c1ccccc1 (configuration not stated),27,0,·,2%,4%,4%,10%
CCn1cc(C(=O)NCc2ccc3c(c2)OCO3)c(=O)c2cc(F)c(N3CCN(C)CC3)cc21,-24,-4,1%,?,2%,1%,?
CC(=O)c1c(C)n(-c2ccc(Cl)cc2)c2ccc(O)cc12,-9,-1,13%,-8%,1%,0%,-6%
COc1cc(NC(=O)C(=O)NCCN(C)C)c(OC)cc1Cl,-3,-1,-1%,?,-10%,2%,0%
Cc1cc([N+](=O)[O-])cc(/C=N/n2c(C)nc3ccccc3c2=O)c1O,12,1,-29%,-21%,-9%,-14%,?
CC(C)(C)NC(=O)CSc1nnc(C2CC2)n1Cc1ccccc1,8,-2,7%,24%,-1%,-4%,-1%
